Screening data from PubChem.
ARFGAP1 inh: inhibitors of rat ARFGAP1 GAP activity, primary screen, biochemical, fluorescence polarization, GDP tracer; Arfgap1-stimulated ARF1 GTP hydrolysis, GDP FP detection; actives 0.26% (n = 360,000); ADP-ribosylation factor GTPase-activating protein 1 (Rattus norvegicus), Q62848; inhibition, % at 16.5 µM;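 active = inhibition above a per-plate limit, mean inhibition of low control wells plus 3 SD, cut at about 25% in these data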;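 note: 0% = DMSO wells with enzyme and 100% = wells lacking Arfgap1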
Target sequence (Q62848 1-136 limits assumed): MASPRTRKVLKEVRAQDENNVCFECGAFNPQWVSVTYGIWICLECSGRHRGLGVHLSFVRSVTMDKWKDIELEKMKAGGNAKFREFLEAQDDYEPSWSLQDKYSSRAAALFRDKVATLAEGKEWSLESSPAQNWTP
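Replicates: Single well per compound | Assay system: Truncated rat Arfgap1 GAP domain | Control set: No-Arfgap1 wells (100%) versus DMSO full-reaction wells (0%) | Times: Enzyme reaction 120 min at 25 °C after 20 min preincubation | Reagent: Human ARF1(Δ1-17)-GTP substrate | Measured by: Tracer-displacement fluorescence polarization with EDTA stop, 620/688 nm | Measure: Percent inhibition of Arfgap1-stimulated GTP hydrolysis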
PG9 binder: binders of HIV-1 gp120 antibody PG9, primary screen, biochemical, TR-FRET; HIV-1 gp120 / PG9 antibody interaction; TR-FRET gp120-PG9 antibody binding; inhibition, % at 6.7 µM; actives 0.43% (n = 360,000); in the data active = inhibition above about 8.5%
GC-B act: human GC-B receptor activators, primary screen, HEK293 GC-B cells, cGMP TR-FRET, EC30 CNP; actives 0.11% (n = 370,000); activation, % at 10 µM; 0% at EC30 CNP, 100% saturating CNP; Atrial natriuretic peptide receptor 2 (Homo sapiens), P20594; AID 1920062, 2024;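 active = activation at 10 µM reaching about 35% in either raw or pattern-adjusted values, limit read from the data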
SMARCA2 act: SMARCA2 (BRM) function activators, primary screen, cell-based, luminescence, high throughput. AID 652017, 2013. actives 1% (n = 370,000). MG213 cells, MMTV-luciferase reporter, dexamethasone, overnight. activation, % at 9.1 µM; in the data active = activation above about 7.8%;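 note: 0% = vehicle wells and 100% = reference activator wells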
NR1D1 modulator: modulators of Rev-erb alpha DNA binding, primary screen, biochemical, FITC-DNA, fluorescence polarization, uHTS; activity, % at 10 µM; AID 1259318, 2017; actives 0.79% (n = 370,000); Rev-erbα–FITC-DNA binding, 90 min; Nuclear receptor subfamily 1 group D member 1 (Homo sapiens), P20393;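 active = activity above about 14%, limit read from the data; passing the limit was not always enough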;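 note: 0% = DMSO wells with 35 nM protein and 100% = DMSO wells with 750 nM protein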
rCAG binder: binders of r(CAG) RNA repeats, primary screen, biochemical, fluorescence | r(CAG) RNA repeat, TO-PRO-1 dye displacement fluorescence | inhibition, % at 3 µM | actives 1.3% (n = 370,000) | AID 651821, 2012;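 active = inhibition above the plate cutoff, the mean of all test compounds on that plate plus 3 SD, cut at about 35% in these data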;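 note: 0% = DMSO alone and 100% = 100 µM mitoxantrone as full dye displacement; higher means more dye released from RNA so lower well fluorescence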
NPR1 activator: GC-A stimulated cGMP production enhancers – HEK293 GC-A cells, cGMP TR-FRET, EC30 ANP, primary screen. Atrial natriuretic peptide receptor 1 (Homo sapiens), P16066. 0% at EC30 ANP, 100% saturating ANP. activation, % at 10 µM. actives 0.14% (n = 370,000); in the data active = activation above about 40%
HTRA1 inh: HTRA1 serine protease inhibitors, primary screen, biochemical, fluorescence polarization, HTS; Q92743; recombinant HTRA1, FP-rhodamine activity-based probe; inhibition, % at 5.96 µM; actives 0.5% (n = 340,000); in the data active = inhibition above about 36%;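 note: 0% = enzyme with DMSO and 100% = wells lacking enzyme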
Target sequence (Q92743 whole entry, looked up): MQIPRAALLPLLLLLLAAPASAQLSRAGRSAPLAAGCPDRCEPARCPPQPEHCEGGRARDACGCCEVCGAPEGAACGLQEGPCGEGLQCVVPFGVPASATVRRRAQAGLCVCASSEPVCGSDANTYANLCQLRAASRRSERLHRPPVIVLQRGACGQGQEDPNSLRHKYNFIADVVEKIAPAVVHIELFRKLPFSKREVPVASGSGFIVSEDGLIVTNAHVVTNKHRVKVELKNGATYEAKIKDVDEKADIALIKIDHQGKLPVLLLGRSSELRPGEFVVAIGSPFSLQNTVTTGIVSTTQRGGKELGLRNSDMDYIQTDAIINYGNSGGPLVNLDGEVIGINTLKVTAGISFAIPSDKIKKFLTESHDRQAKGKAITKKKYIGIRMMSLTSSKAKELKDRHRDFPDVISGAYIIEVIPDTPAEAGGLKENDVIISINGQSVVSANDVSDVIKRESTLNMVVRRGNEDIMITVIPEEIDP
ASAP1 inh: inhibitors of human ASAP1 ArfGAP activity, primary screen, biochemical, fluorescence polarization. AID 624377, 2012. Arf-GAP with SH3 domain, ANK repeat and PH domain-containing protein 1 (Homo sapiens), …. ASAP1-stimulated ARF1 GTP hydrolysis, GDP FP detection. inhibition, % at 16.5 µM. actives 0.19% (n = 360,000); in the data active = inhibition above about 25%;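 note: 0% = vehicle with enzyme and substrate and 100% = no enzyme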
Target sequence (Q9ULH1 325-724 limits assumed): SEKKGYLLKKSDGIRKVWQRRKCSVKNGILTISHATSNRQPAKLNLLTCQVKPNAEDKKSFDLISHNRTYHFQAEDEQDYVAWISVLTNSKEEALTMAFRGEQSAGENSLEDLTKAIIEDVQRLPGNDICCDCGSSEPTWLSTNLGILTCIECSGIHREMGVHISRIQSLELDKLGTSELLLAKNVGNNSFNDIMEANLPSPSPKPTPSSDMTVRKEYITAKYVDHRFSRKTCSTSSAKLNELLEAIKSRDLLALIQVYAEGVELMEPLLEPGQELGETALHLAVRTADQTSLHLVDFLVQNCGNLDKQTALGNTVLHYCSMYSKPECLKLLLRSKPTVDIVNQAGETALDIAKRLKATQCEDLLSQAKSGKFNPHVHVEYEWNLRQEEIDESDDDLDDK
ABHD4 inh: ABHD4 inhibitors, primary screen, biochemical, fluorescence polarization, mouse; (Lyso)-N-acylphosphatidylethanolamine lipase (Mus musculus), Q8VD66; inhibition, % at 8.92 µM; AID 720543, 2013; purified mABHD4, FP-Rh probe fluorescence polarization; actives 0.54% (n = 370,000);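 active = inhibition exceeding the mean over every tested compound plus 3 SD, cut at about 30% in these data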;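 note: 0% = plate median of compound wells and 100% = S159A mutant with DMSO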
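Test system: mouse ABHD4 enzyme, wild type. Reagent: FP-Rh fluorescent activity-based probe, added after compound pre-incubation. Timing: pre-incubation 45 min, probe exposure 60 min, at 25 °C. Technique: FP readout, ex 525 nm / em 598 nm. Benchmarks: high control S159A mutant with DMSO, low control median of compound wells.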
Numbers without * were called inactive.

Results for CC1CCN(CCC(=O)Nc2ccc(Br)cc2)CC1 ?
ARFGAP1 inh: -1; PG9 binder: -1.0; GC-B act: -1; SMARCA2 act: 0; NR1D1 modulator: -4; rCAG binder: -3; NPR1 activator: 4; HTRA1 inh: 3; ASAP1 inh: 6; ABHD4 inh: 7

What do the screens show for `CCCCCC(=O)N1C[C@@H](O)[C@H](n2cc(-c3ccc(F)cc3)nn2)C[C@@H]1c1ccccc1`?
ARFGAP1 inh: 10; PG9 binder: -1.4; GC-B act: -6; SMARCA2 act: -4; NR1D1 modulator: 5; rCAG binder: 2; NPR1 activator: 3; HTRA1 inh: -28; ASAP1 inh: -8; ABHD4 inh: -7

What do the screens show for `O=S(=O)(c1ccc(OCc2nc3ccccc3s2)c(Cl)c1)N1CCOCC1`?
ARFGAP1 inh: -1; PG9 binder: -0.2; GC-B act: -6; SMARCA2 act: -2; NR1D1 modulator: 2; rCAG binder: 1; NPR1 activator: -12; HTRA1 inh: 4; ASAP1 inh: 2; ABHD4 inh: -2

What do the screens show for `CC(Sc1nnc(-c2ccccc2F)n1C)C(=O)NC1CCCCC1` (stereo unspecified)?
ARFGAP1 inh: -12; PG9 binder: -1.8; GC-B act: 3; SMARCA2 act: -3; NR1D1 modulator: -6; rCAG binder: 1; NPR1 activator: 1; HTRA1 inh: -5; ASAP1 inh: -10; ABHD4 inh: 0

Results for C[C@@H]1CN([C@H](C)CO)C(=O)CCCn2cc(nn2)CO[C@H]1CN(C)C(=O)C1CC1 ?
ARFGAP1 inh: 9; PG9 binder: 0.8; GC-B act: 0; SMARCA2 act: -1; NR1D1 modulator: -10; rCAG binder: 1; NPR1 activator: -3; HTRA1 inh: 7; ASAP1 inh: -7; ABHD4 inh: 9

Results for CCCCN1CCC(CN2C(=O)C(=O)NC[C@@H]2Cc2ccccc2)CC1 ?
ARFGAP1 inh: -10; PG9 binder: -0.2; GC-B act: 3; SMARCA2 act: 1; NR1D1 modulator: 0; rCAG binder: 2; NPR1 activator: 0; HTRA1 inh: -2; ASAP1 inh: -3; ABHD4 inh: 8

Results for CCOc1ccc(N(CC)C(=O)c2cn(CC)c(=O)c3cc(OC)c(OC)cc23)cc1 ?
ARFGAP1 inh: 10; PG9 binder: -2.3; GC-B act: -5; SMARCA2 act: 2; NR1D1 modulator: 0; rCAG binder: -6; NPR1 activator: -12; HTRA1 inh: -4; ASAP1 inh: 17; ABHD4 inh: -1

How did COc1ccc(CNCc2cc3c(cc2[N+](=O)[O-])OCO3)cc1 do in these assays?
ARFGAP1 inh: -10; PG9 binder: -2.0; GC-B act: -1; SMARCA2 act: -2; NR1D1 modulator: -6; rCAG binder: 9; NPR1 activator: -2; HTRA1 inh: 11; ASAP1 inh: 7; ABHD4 inh: 33*

How did Cn1ccnc1Sc1cc(NCCCO)c([N+](=O)[O-])c2nonc12 do in these assays?
ARFGAP1 inh: -8; PG9 binder: 1.4; GC-B act: -3; SMARCA2 act: -1; NR1D1 modulator: -5; rCAG binder: -2; NPR1 activator: 5; HTRA1 inh: 0; ASAP1 inh: -5; ABHD4 inh: 6

Results for COCCNC(=O)C1CCCN(Cc2ccc(C(C)C)cc2)CC1 (stereo unspecified) ?
ARFGAP1 inh: 1; PG9 binder: -1.2; GC-B act: 3; SMARCA2 act: -1; NR1D1 modulator: -4; rCAG binder: 1; NPR1 activator: 1; ASAP1 inh: 1; ABHD4 inh: 4

What do the screens show for `CC1Cc2ccccc2N1S(=O)(=O)c1cccs1` (stereo unspecified)?
ARFGAP1 inh: -6; PG9 binder: -1.7; GC-B act: 1; SMARCA2 act: 0; NR1D1 modulator: 5; rCAG binder: -1; NPR1 activator: -1; HTRA1 inh: 3; ASAP1 inh: 15; ABHD4 inh: -4

Results for O=C1c2cccc3c(N4CCCCC4)ccc(c23)C(=O)N1c1ccc(O)cc1 ?
ARFGAP1 inh: -10; PG9 binder: -4.1; GC-B act: -10; SMARCA2 act: 2; NR1D1 modulator: 0; rCAG binder: -18; NPR1 activator: 1; HTRA1 inh: 0; ASAP1 inh: 3; ABHD4 inh: 7

Results for O=C(COC(=O)c1c2c(nc3ccccc13)CCCC2)c1ccc(Br)s1 ?
ARFGAP1 inh: 2; PG9 binder: 6.6; GC-B act: -2; SMARCA2 act: -2; NR1D1 modulator: -3; rCAG binder: 5; NPR1 activator: 1; HTRA1 inh: -53; ASAP1 inh: 7; ABHD4 inh: -12

Results for Cc1cc(NCCO)nc(N2CCOCC2)n1 ?
ARFGAP1 inh: -21; PG9 binder: -0.3; GC-B act: -5; SMARCA2 act: 0; NR1D1 modulator: 2; rCAG binder: -4; NPR1 activator: 2; HTRA1 inh: 9; ASAP1 inh: -3; ABHD4 inh: 0

What do the screens show for `Cc1cc(C)cc(N(C(=O)c2snc(C(N)=O)c2N)C(C(=O)NCC2CCCO2)c2ccc(C)o2)c1` (stereo unspecified)?
ARFGAP1 inh: -10; PG9 binder: -0.9; GC-B act: -14; SMARCA2 act: -2; NR1D1 modulator: 0; rCAG binder: -3; NPR1 activator: -16; HTRA1 inh: 5; ASAP1 inh: -9; ABHD4 inh: 1

What do the screens show for `CN1CCN(c2ccc(NC(=O)c3ccc(Cl)cc3Cl)cc2)CC1`?
ARFGAP1 inh: 12; PG9 binder: 0.1; GC-B act: 2; SMARCA2 act: 2; NR1D1 modulator: 4; rCAG binder: -9; NPR1 activator: 4; HTRA1 inh: 1; ASAP1 inh: 0; ABHD4 inh: -1

How did Clc1nc2c(-c3ccccc3)nnn2c2ccccc12 do in these assays?
ARFGAP1 inh: 12; PG9 binder: 0.5; GC-B act: 10; SMARCA2 act: 0; NR1D1 modulator: 83*; rCAG binder: 2; NPR1 activator: 28; HTRA1 inh: -23; ASAP1 inh: 2; ABHD4 inh: 7

What do the screens show for `CCOC(=O)C1CCN(C(=O)c2ccc3c(=O)n4c(nc3c2)CCCCC4)CC1`?
ARFGAP1 inh: 0; PG9 binder: -2.0; GC-B act: 5; SMARCA2 act: 4; NR1D1 modulator: -2; rCAG binder: -5; NPR1 activator: -1; HTRA1 inh: 9; ASAP1 inh: -7; ABHD4 inh: -1

How did O/N=C1\CCCc2nnc3c(c21)CCCC3 do in these assays?
ARFGAP1 inh: -10; PG9 binder: -2.8; GC-B act: -1; SMARCA2 act: -1; NR1D1 modulator: 4; rCAG binder: 0; NPR1 activator: 3; HTRA1 inh: 7; ASAP1 inh: -3; ABHD4 inh: 5

How did CN(CCO)c1ncnc2c1sc1nc(N3CCOCC3)c3c(c12)CCC3 do in these assays?
ARFGAP1 inh: 1; PG9 binder: -0.5; GC-B act: 5; SMARCA2 act: -3; NR1D1 modulator: -1; rCAG binder: -3; NPR1 activator: 10; HTRA1 inh: 3; ASAP1 inh: -10; ABHD4 inh: -2

Retrieved one by one from the list above (3):
Results for O=C(COC(=O)c1c2c(nc3ccccc13)CCCC2)c1ccc(Br)s1 ?
ARFGAP1 inh: 2; PG9 binder: 6.6; GC-B act: -2; SMARCA2 act: -2; NR1D1 modulator: -3; rCAG binder: 5; NPR1 activator: 1; HTRA1 inh: -53; ASAP1 inh: 7; ABHD4 inh: -12

What do the screens show for `CCOC(=O)C1CCN(C(=O)c2ccc3c(=O)n4c(nc3c2)CCCCC4)CC1`?
ARFGAP1 inh: 0; PG9 binder: -2.0; GC-B act: 5; SMARCA2 act: 4; NR1D1 modulator: -2; rCAG binder: -5; NPR1 activator: -1; HTRA1 inh: 9; ASAP1 inh: -7; ABHD4 inh: -1

What do the screens show for `CN1CCN(c2ccc(NC(=O)c3ccc(Cl)cc3Cl)cc2)CC1`?
ARFGAP1 inh: 12; PG9 binder: 0.1; GC-B act: 2; SMARCA2 act: 2; NR1D1 modulator: 4; rCAG binder: -9; NPR1 activator: 4; HTRA1 inh: 1; ASAP1 inh: 0; ABHD4 inh: -1

Continued.
Results for CCC1CCCCN1CCCNC(=O)C1CCC(Cn2c(=O)[nH]c3ccccc3c2=O)CC1 (stereo unspecified) ?
ARFGAP1 inh: -7; PG9 binder: -0.7; GC-B act: 3; SMARCA2 act: -7; NR1D1 modulator: 4; rCAG binder: -7; NPR1 activator: 1; HTRA1 inh: -1; ASAP1 inh: -2; ABHD4 inh: 2

What do the screens show for `CCOn1c(SCC)nc2ccccc2c1=O`?
ARFGAP1 inh: 1; PG9 binder: 0.5; GC-B act: 2; SMARCA2 act: -3; NR1D1 modulator: 1; rCAG binder: -2; NPR1 activator: 0; HTRA1 inh: -1; ASAP1 inh: -3; ABHD4 inh: 4

Results for O=C(O)C1=C[C@H](c2ccc(F)cc2)C[C@H](OCc2ccc(CO)cc2)O1 ?
ARFGAP1 inh: 16; PG9 binder: -0.5; GC-B act: 6; SMARCA2 act: 3; NR1D1 modulator: 0; rCAG binder: 4; NPR1 activator: 4; HTRA1 inh: 5; ASAP1 inh: 7; ABHD4 inh: 6

How did COc1ccc(NC2c3ncccc3C(=O)N2Cc2ccccc2)c(OC)c1 (stereo unspecified) do in these assays?
ARFGAP1 inh: 8; PG9 binder: -0.1; GC-B act: 1; SMARCA2 act: -1; NR1D1 modulator: 3; rCAG binder: 0; NPR1 activator: -3; HTRA1 inh: 2; ASAP1 inh: -6; ABHD4 inh: 7

What do the screens show for `Cc1ccc(OCC(=O)Nc2cnn(CCCC(=O)O)c2)c([N+](=O)[O-])c1`?
ARFGAP1 inh: -1; PG9 binder: -0.5; GC-B act: -3; SMARCA2 act: 0; NR1D1 modulator: -7; rCAG binder: 0; NPR1 activator: 0; HTRA1 inh: -1; ASAP1 inh: -15; ABHD4 inh: 2

Results for C#CCOC(=O)/C(=C/C=C/c1ccccc1)NC(=O)c1ccccc1 ?
ARFGAP1 inh: -1; PG9 binder: -2.6; GC-B act: 1; SMARCA2 act: -3; NR1D1 modulator: 5; rCAG binder: -1; NPR1 activator: 2; HTRA1 inh: -15; ASAP1 inh: 15; ABHD4 inh: -8
